mIAP act: activators of mouse IAP, primary screen, biochemical, luminescence, uHTS; intestinal alkaline phosphatase [Mus musculus]; muIAP, CDP-Star luminescence, 30 min; hits give high values; 1 = vehicle-only enzyme signal, 0 = enzyme-free wells; activation factor at 10 µM; 0.24% of 330,000 active;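 active = activation factor of at least 2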; also: the source names both 10 and 20 µM as test concentration; values of inactives mirror those of a sister screen read the other way
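System: mouse IAP enzyme. Reagent: CDP-Star chemiluminescent phosphatase substrate. Benchmarks: DMSO wells, no-enzyme wells. Times: 30 min enzyme-substrate-compound incubation at room temperature. Detection: luminescence from enzymatic CDP-Star hydrolysis. Doses: test compounds delivered from DMSO solution.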
hIAP act: human IAP activators, primary screen, biochemical, luminescence, uHTS; Intestinal-type alkaline phosphatase (Homo sapiens), P09923; purified human IAP, CDP-Star luminescence, 30 min; hits give high values; 1 = vehicle-only enzyme, 0 = enzyme-free background; activation factor at 10 µM; 0.16% of 330,000 active; AID 2524, 2010;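 active = activation factor of the enzyme at least 2-fold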; also: the source names both 10 and 20 µM as test concentration; values of inactives mirror those of a sister screen read the other way
Target sequence (P09923 whole entry, looked up): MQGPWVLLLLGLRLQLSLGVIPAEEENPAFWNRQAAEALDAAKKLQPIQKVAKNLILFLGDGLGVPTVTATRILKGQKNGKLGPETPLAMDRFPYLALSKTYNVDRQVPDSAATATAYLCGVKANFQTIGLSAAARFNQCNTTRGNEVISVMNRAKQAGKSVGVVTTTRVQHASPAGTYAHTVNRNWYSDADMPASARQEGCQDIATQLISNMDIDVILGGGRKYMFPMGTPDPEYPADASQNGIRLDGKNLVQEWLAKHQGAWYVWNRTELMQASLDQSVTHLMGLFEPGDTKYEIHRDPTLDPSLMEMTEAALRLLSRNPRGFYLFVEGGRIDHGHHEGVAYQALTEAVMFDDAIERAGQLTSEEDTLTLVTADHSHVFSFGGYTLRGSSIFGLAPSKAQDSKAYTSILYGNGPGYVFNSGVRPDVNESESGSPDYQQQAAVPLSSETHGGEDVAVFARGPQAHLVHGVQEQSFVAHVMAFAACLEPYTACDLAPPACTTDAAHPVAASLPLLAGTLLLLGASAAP
APOBEC3G inh: APOBEC3G DNA deaminase inhibitors, primary screen, biochemical, fluorescence, single-stranded DNA substrate, uHTS. DNA dC->dU-editing enzyme APOBEC-3G (Homo sapiens), Q9HC16. recombinant A3G, ssDNA deamination FAM/TAMRA fluorescence. inhibition, % at 20 µM. 0.28% of 330,000 active. AID 493012, 2011;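 active = inhibition of at least 40% at 20 µM, with no more than 30% in the related APOBEC3A deaminase screen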;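 also: plate controls were DMSO wells with A3G for no effect and wells lacking A3G enzyme for full effect; some compounds called inactive have numbers as strong as hits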
Target sequence (Q9HC16 whole entry, looked up): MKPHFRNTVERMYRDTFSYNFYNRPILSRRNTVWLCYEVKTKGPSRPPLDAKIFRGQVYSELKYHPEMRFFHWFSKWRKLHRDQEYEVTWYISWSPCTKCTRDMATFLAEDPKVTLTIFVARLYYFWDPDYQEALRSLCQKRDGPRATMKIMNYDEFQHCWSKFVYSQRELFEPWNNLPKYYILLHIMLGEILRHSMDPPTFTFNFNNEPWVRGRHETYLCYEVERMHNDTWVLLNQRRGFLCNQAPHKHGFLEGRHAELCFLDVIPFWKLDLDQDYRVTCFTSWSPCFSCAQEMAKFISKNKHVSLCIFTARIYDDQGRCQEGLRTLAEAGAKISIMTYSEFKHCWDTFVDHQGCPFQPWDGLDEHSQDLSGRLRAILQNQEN
SENP1 FRET inh: human SENP1 catalytic domain inhibitors, primary screen, biochemical, FRET, uHTS. AID 624204, 2012. recombinant SENP1 catalytic domain, CyPet-SUMO1-YPet FRET cleavage. Sentrin-specific protease 1 (Homo sapiens), Q9P0U3. inhibition, % at 10 µM. 0.21% of 360,000 active;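 active = inhibition at least 30% at 10 µM, raw YFP signal under a set limit, fluorescence ratio 0.5 to 1.5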;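 also: 0% = enzyme with DMSO and 100% = no enzyme wells; some results filed as inactive read as strong as hits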
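Material: hSENP1 catalytic domain, recombinant; medium: Tris pH 8 with BME, BSA, NP40 and catalase; compound: single concentration of 10 µM compound, 0.5% DMSO final; technique: FRET read of cyan and yellow fluorescence; timing: 50 min enzyme reaction, room temperature, light-protected; reagent: SFCypet-SUMO1-SFYpet substrate at 25 nM; control set: no-enzyme low, enzyme-DMSO high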
APOBEC3A inh: APOBEC3A ssDNA deaminase inhibitors, primary screen, selectivity assay for APOBEC3G inhibitor project, biochemical, FAM/TAMRA oligo cleavage fluorescence. DNA dC->dU-editing enzyme APOBEC-3A (Homo sapiens), P31941. recombinant A3A, FAM/TAMRA ssDNA deamination fluorescence. inhibition, % at 20 µM. 0.41% of 330,000 active;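 active = at least 40% inhibition at 20 µM here, with at most 30% in a related deaminase screen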;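 also: plate controls were A3A with DMSO for no effect and wells lacking A3A enzyme for full effect; some results filed as inactive read as strong as hits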
Target sequence (P31941 whole entry, looked up): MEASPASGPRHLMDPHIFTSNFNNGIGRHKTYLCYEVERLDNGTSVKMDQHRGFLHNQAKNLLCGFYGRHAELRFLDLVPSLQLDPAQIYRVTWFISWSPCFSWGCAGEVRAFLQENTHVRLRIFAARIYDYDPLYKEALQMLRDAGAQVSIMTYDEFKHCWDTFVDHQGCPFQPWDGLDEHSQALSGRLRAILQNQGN
mIAP block: inhibitors of mouse IAP, primary screen, biochemical, luminescence, uHTS; intestinal alkaline phosphatase [Mus musculus]; purified mouse IAP, CDP-Star luminescence, 30 min; inhibition, % at 10 µM; 0.2% of 330,000 active; AID 2806, 2010;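 active = inhibition of at least 40% at 10 µM in the primary screen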;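 also: plate controls were DMSO with enzyme for no effect and no enzyme wells for full effect; values of inactives mirror those of a sister screen read the other way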
beta cell repl: inducers of MIN6 beta-cell proliferation, primary screen, ATP luminescence, uHTS | MIN6 cells proliferation, ATPlite luminescence, 48 h; cells starved in 0.2% serum; 100% = growth in 10% serum | proliferation, % at 10 µM | 0.29% of 330,000 active | AID 2380, 2010;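 active = compounds whose signal lies at least 3.5 SD above the mean of all wells on their plate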;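 also: 0% = DMSO-treated cells in low-serum medium and 100% = 10% serum control; some compounds called inactive have numbers as strong as hits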
NALP3 yeast inh: NALP3 inflammasome inhibitors in reconstituted yeast, primary screen, luminescence, uHTS | Yeast reconstituted NLRP3/ASC/caspase-1, beta-gal luminescence, 24 h | 0.39% of 330,000 active | inhibition, % at 10 µM;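 active = inhibition of 50% or more; inactive = inhibition below 50%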;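 also: plate controls were induced DMSO wells for no effect and uninduced yeast grown without galactose for full effect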
hIAP inh: human IAP inhibitors, primary screen, biochemical, luminescence, uHTS | AID 2544, 2010 | inhibition, % at 10 µM | 0.12% of 330,000 active | purified IAP, CDP-Star luminescence, 30 min | Intestinal-type alkaline phosphatase (Homo sapiens), P09923;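 active = inhibition reaching a set limit with compound at 10 µM in the primary screen, cut at about 35% in these data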;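 also: plate controls were DMSO wells with enzyme for no effect and no-enzyme buffer wells for full effect; values of inactives mirror those of a sister screen read the other way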
The depositor's hits bear a star; x = no result given.

SMILES	mIAP act	hIAP act	APOBEC3G inh	SENP1 FRET inh	APOBEC3A inh	mIAP block	beta cell repl	NALP3 yeast inh	hIAP inh
O=c1oc(CCCO)cc2ccc(C#Cc3ccsc3)cc12	0.93	0.93	-4	-1	3	7	-7	36	7
O=S(Cc1ccc(Cl)cc1)CC(O)COCc1ccc(Cl)cc1 (stereo not given)	1.1	1	-4	1	1	-7	0	7	-2
O=C1CC(N2CCN(c3ccc(F)cc3)CC2)C(=O)N1c1ccc(F)cc1 (stereo not given)	1.1	1	-3	-1	-2	-10	-4	16	-4
COc1ccc(Cc2noc(-c3ccc([N+](=O)[O-])cc3)n2)cc1OC	1.1	1.2	-2	-1	-6	-12	-3	23	-17
CCN1CCN(CCOCCOc2ccccc2-c2ccccc2)CC1	1.1	0.92	-6	x	2	-6	-1	21	8
COc1ccc(C(C)=O)c(Oc2cc(NN3CCCCC3)c([N+](=O)[O-])cc2[N+](=O)[O-])c1	0.91	0.93	-13	4	-1	9	0	-16	7
C#CCOCCOCCOCCNc1nc(N2CCN(C(=O)C([C@@H](C)CC)n3cc(C(N)Cc4ccc(O)cc4)nn3)CC2)nc(N2CCN(C(=O)[C@H](CCC(=O)O)n3cc(C(N)CO)nn3)CC2)n1 (stereo not given in full)	1.1	0.8	-8	-3	-2	-7	5	4	20
Cc1nc(N)sc1C(=O)N/N=C/c1ccccc1[N+](=O)[O-]	1	1.1	-9	0	-1	-4	-1	-14	-9
OCCCc1nc2n(n1)C(c1cccs1)C=C(c1ccc(Br)cc1)N2 (stereo not given)	0.78	0.98	-88	x	-25	22	-6	19	2
Cc1nn(CCCC(=O)Nc2cnn(Cc3ccc(F)cc3)c2)c(C)c1[N+](=O)[O-]	0.89	0.84	-7	0	6	11	1	1	16
CCOc1ccc(NC(=O)C2CCCN2S(=O)(=O)c2ccc3c(c2)C(C)(C)C(=O)N3C)cc1 (stereo not given)	1	0.89	-2	-1	3	-5	-2	9	11
COc1ccc(S(=O)(=O)NNC(=O)C23CC4CC(CC(C4)C2)C3)cc1[N+](=O)[O-]	0.97	0.99	-6	1	-3	3	3	14	0
Cc1nc(N2CCN(Cc3ccc4c(c3)OCO4)CC2)c2cc(-c3ccccc3)sc2n1	0.88	0.98	-8	-2	-4	12	-5	16	2
O=C1N(c2ccccc2)C[C@@H]2C[C@@H](c3cccc4c3OCO4)N3CCC[C@@]123	0.97	0.88	-6	0	-4	3	1	-8	12
CN(CC(=O)Nc1ccc(F)cc1)C(=O)C1CC(=O)N(Cc2ccccc2)C1 (stereo not given)	1.1	0.96	-7	0	-4	-6	0	-6	4
C[C@H](CO)N1C[C@H](C)[C@@H](CN(C)C(=O)Nc2ccc3c(c2)OCO3)Oc2ccc(NC(=O)Nc3ccc4c(c3)OCO4)cc2C1=O	2.4*	1.2	3	0	2	-139	-3	7	-15
Cc1ccc(S(=O)(=O)/N=C(/Nc2c(C)cccc2C)c2ccccc2)cc1	0.99	1.1	-3	5	1	1	-3	4	-5
COc1ccccc1CCn1c(N)c(C#N)c2nc3ccccc3nc21	0.97	0.93	2	-51	-1	3	-3	9	7
CC1CCN(CCCCOc2ccc(C(C)(C)C)cc2)CC1	0.97	1	-10	-1	-4	3	3	25	-3
Cn1cnc(S(=O)(=O)NCc2ccccc2)c1	1.1	0.99	-2	-1	1	-8	0	-2	1
COC(=O)c1sc(N2C(=O)C(=O)/C(=C(/O)c3ccc(C)cc3)C2c2ccco2)nc1C (stereo not given)	0.86	1.1	-8	x	5	14	-3	2	-6
CC(C)[C@H](NC(=O)OC(C)(C)C)c1nnc(SCC(=O)Nc2ccc(Br)cc2)o1	0.96	1.1	-2	1	4	4	4	2	-9
NS(=O)(=O)c1ccc(NN=C2CCCCC2)c([N+](=O)[O-])c1	0.93	0.8	-9	0	-3	7	-4	2	20
Cc1ccc(S(=O)(=O)CCC(=O)NCCc2ccccc2)cc1	1	0.84	3	-1	0	-4	-5	15	16
O=C(CN1CCN(S(=O)(=O)c2ccc(Cl)c(Cl)c2)CC1)N1CCCC1	0.97	0.95	-5	2	-2	3	-2	18	5
Remaining list, next part
SMILES	mIAP act	hIAP act	APOBEC3G inh	SENP1 FRET inh	APOBEC3A inh	mIAP block	beta cell repl	NALP3 yeast inh	hIAP inh
CCOc1cc(N2CCOCC2)c(OCC)cc1NC(=O)COC(=O)c1ccccc1C	1	0.97	-5	-2	-4	-1	2	-19	3
COc1ccc(C)cc1NC(=O)CN1CCN(C/C=C/c2ccccc2)CC1	1.1	0.94	-2	-3	-2	-5	-4	23	6
O=C(CSc1ncnc2c1oc1ccccc12)NCc1ccc(F)cc1	0.93	0.78	-7	-1	-3	7	1	55*	22
CC(=O)c1sc(NC(=O)c2ccco2)nc1-c1ccccc1	1.1	1	-6	-9	-1	-10	-1	22	0
FC(F)(F)c1cnc(-n2cc[nH]c2=S)c(Cl)c1	0.99	0.9	3	4	-6	1	2	-5	10
CC(=O)N1c2ccccc2C(C)(C)C2CCC(C)CC21 (stereo not given)	0.95	1.2	-4	-1	-2	5	0	16	-16
Cc1ccc(C(=O)NC(=S)NNC(=O)CCN2CCOCC2)cc1	0.92	1.6	3	1	-4	8	-3	20	-56
COc1cccc(-c2nn(C)c3sc(C(=O)NCCCN(C)Cc4ccccc4)cc23)c1	1.1	0.84	-9	-1	-4	-12	-5	-3	16
CCC1=Nc2cc(C(=O)NCc3cccnc3)ccc2Sc2ccc(C)cc21	1.1	1.1	-4	-1	-3	-14	-5	22	-7
Cc1cc(Cl)c(S(=O)(=O)N2CCN(c3ccc(F)cc3)CC2)cc1OCC(N)=O	1	1	-6	0	-4	-3	-1	0	-2
Cc1ccc(CNC(=O)COC(=O)c2cnccn2)cc1	0.92	0.89	-7	-5	20	8	2	-17	11
CC(C)(C)C(=O)Nc1ccc(C(=O)Nc2cccnc2)cc1	0.97	0.94	-1	1	0	3	1	6	6
O=C(NC1CCCCC1)c1ccc2c(c1)OCCO2	0.98	1.1	-10	-1	-3	2	-1	17	-6
CCc1noc(C)c1C(=O)N1CCCSC1=Nc1ccccc1OC	0.98	0.91	-7	0	-2	2	-5	10	9
CSCCC(NC(=O)c1ccccc1)C(=O)NCCc1ccccc1 (stereo not given)	1.1	1	8	2	2	-5	0	19	-2
COc1ccc(Cl)cc1NC(=O)CCCNC(=O)c1ccc(Cl)cc1	1.1	0.89	5	1	23	-6	-4	9	11
Cc1ncc(CO)c(CO)c1O	1.1	1	-8	1	-6	-9	1	8	-2
O=C(NCCc1ccccc1)c1cccc(N2CCCC2=O)c1	1	0.87	-8	2	-4	-2	2	12	13
CN(CCOc1ccc(Cl)cc1)C(=O)c1cc(-c2ccco2)nc2ccccc12	0.88	1	-8	-2	-3	12	-3	20	-4
CSc1nc(-c2ccccc2)nc(SC)c1C(C)=O	0.92	0.83	-10	2	0	8	1	-8	17
CCN(c1ccccc1)S(=O)(=O)c1ccc(C(=O)Nc2c(C)n(C)n(-c3ccccc3)c2=O)cc1	0.92	1.1	-3	0	2	8	-3	14	-10
COc1ccc(N(C(=O)c2ccc(S(=O)(=O)N3CCOCC3)cc2)C2C=CS(=O)(=O)C2)cc1 (stereo not given)	1	0.95	-5	1	-3	-4	-1	0	5
Cc1nc2ncnn2c(N2CCN(C(=O)c3cccc(F)c3)CC2)c1C	1.1	1.1	-2	1	0	-5	0	10	-7
Cc1noc(C)c1C(c1ccccc1)c1ccccc1	1	0.81	-6	1	0	-3	0	-70	19
CCC(=O)c1ccc2c(c1)OCCO2	0.99	1	12	2	3	1	0	21	-4
The results go on:
SMILES	mIAP act	hIAP act	APOBEC3G inh	SENP1 FRET inh	APOBEC3A inh	mIAP block	beta cell repl	NALP3 yeast inh	hIAP inh
COc1cc(OC)cc(C(=O)NC(=S)N2CCN(c3ccc(C(F)(F)F)cc3[N+](=O)[O-])CC2)c1	0.98	0.94	-7	-6	-9	2	-4	10	6
COC(=O)COc1ccc(S(=O)(=O)NCc2ccccn2)cc1	0.99	0.98	-1	2	1	1	-2	11	2
CC1CCc2c(sc(NC(=O)COC(=O)c3ccc(O)cc3)c2C#N)C1 (stereo not given)	0.96	1	-11	-30	-8	4	-3	11	0
COc1ccc(Nc2nc(C)cc(C)c2C(N)=O)cc1	1	0.96	-5	1	-1	0	0	8	4
Cc1ccc(-c2csc3nc(-c4ccncc4)[nH]c(=O)c23)cc1	0.98	1	-8	43*	-2	2	-5	-6	0
CS(=O)(=O)Nc1ccc(C(=O)NCc2ccc3c(c2)OCO3)cc1	0.93	0.99	-1	-2	-2	7	1	6	1
NS(=O)(=O)c1ccc(NC(=O)Cc2cccs2)cc1	0.92	0.84	-2	-13	0	8	-1	14	16
COCCNC(=O)CNC(=S)N(CCCN1CCOCC1)Cc1cccs1	1	0.99	-8	3	2	0	-3	-3	1
CCn1c(CCCOc2ccc(Cl)cc2Cl)n[nH]c1=S	1.1	1.3	2	0	1	-12	-2	18	-30
COC(=O)c1ccc(COC(=O)Cc2n[nH]c(=O)c3ccccc23)cc1	0.93	0.92	-8	0	-1	7	-2	-3	8
CCCCN(C(=O)CCC(=O)Nc1cc(C)on1)C(C(=O)NC1CCCC1)c1ccc(OC)cc1 (stereo not given)	0.99	1	-10	1	-5	0	0	27	0
CCc1nnc(NC(=O)COc2ccc([N+](=O)[O-])cc2)s1	0.96	0.87	-4	2	1	4	5	-3	13
NN=C(c1cccc([N+](=O)[O-])c1)c1cccc([N+](=O)[O-])c1	1	0.92	-3	1	2	-3	-3	3	8
O=C(COc1ncnc2ccc(Br)cc12)NCc1ccc2c(c1)OCO2	0.88	0.99	-4	4	-6	12	-3	18	1
O=C(Cn1cnc2c(OCc3ccccc3)ncnc21)NCCCc1ccccc1	1.1	1.1	-6	1	-3	-7	-2	12	-10
O=C(O)/C=C/c1cnc2ccccc2c1	1	1.1	6	0	-1	0	-1	-8	-7
COc1ccc(CCNC(=O)COC(=O)c2cc(S(=O)(=O)N3CCCC3)ccc2O)cc1	1	1	-10	-1	-5	-4	9	20	-3
COc1ccc(-n2c(Cc3cccn3C)nnc2SCC(=O)Nc2ccc3c(c2)OCCO3)cc1	1	1	-5	0	-1	0	2	7	0
Cc1ccccc1CN1CCN(C(=O)c2cc(-c3ccncc3)nc3ccccc23)CC1	0.92	1.1	-3	0	-1	8	2	-3	-9

An excerpt, so the mix of outcomes need not match the whole.
